Assay outcomes as filed in PubChem BioAssay.
LDHA block – qHTS assay for inhibitors of human lactate dehydrogenase; L-lactate dehydrogenase A chain (Homo sapiens), P00338; 480,000 tested, 0.15% active; purified LDHA, NADH/diaphorase-resazurin fluorescence; stronger effect = lower value; activity change, % (values are at about 110 or 230 µM); AID 1347041, 2019; in the data active = activity change below about -30%; inconclusive = mostly about -25% to -30%;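 also: plate controls were DMSO wells for no effect and wells without enzyme for full effect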
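LDH5 2 nM; NADH 0.06 mM, pyruvate 0.2 mM; 200 mM Tris pH 7.4, EDTA, Tween-20; 5 min RT. Detection: diaphorase 0.133 mg/mL + resazurin 37 µM, fluorescence ex540/em590 at 0 and 20 min; normalized to enzyme-free and DMSO wells.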
RXFP1 ag – qHTS Assay for Agonists of the Relaxin Receptor RXFP1 | Relaxin receptor 1 (Homo sapiens), Q9HBX9 | Potency, µM (top dose mostly 57.5 µM), without a hit: at the top dose activation, hits mostly activators | 370,000 tested, 0.3% active | HEK293T-RXFP1 cAMP TR-FRET, 30 min; response scale: percent of porcine relaxin response, buffer zero; also: potency is read from the fitted curve at half-maximal effect; % is scaled to controls: 0 for no effect and ±100 for the full control effect; nearly all actives have a fitted effect of over 60% in size; many of its hits are not listed in these tables
Target sequence (Q9HBX9 whole entry, looked up): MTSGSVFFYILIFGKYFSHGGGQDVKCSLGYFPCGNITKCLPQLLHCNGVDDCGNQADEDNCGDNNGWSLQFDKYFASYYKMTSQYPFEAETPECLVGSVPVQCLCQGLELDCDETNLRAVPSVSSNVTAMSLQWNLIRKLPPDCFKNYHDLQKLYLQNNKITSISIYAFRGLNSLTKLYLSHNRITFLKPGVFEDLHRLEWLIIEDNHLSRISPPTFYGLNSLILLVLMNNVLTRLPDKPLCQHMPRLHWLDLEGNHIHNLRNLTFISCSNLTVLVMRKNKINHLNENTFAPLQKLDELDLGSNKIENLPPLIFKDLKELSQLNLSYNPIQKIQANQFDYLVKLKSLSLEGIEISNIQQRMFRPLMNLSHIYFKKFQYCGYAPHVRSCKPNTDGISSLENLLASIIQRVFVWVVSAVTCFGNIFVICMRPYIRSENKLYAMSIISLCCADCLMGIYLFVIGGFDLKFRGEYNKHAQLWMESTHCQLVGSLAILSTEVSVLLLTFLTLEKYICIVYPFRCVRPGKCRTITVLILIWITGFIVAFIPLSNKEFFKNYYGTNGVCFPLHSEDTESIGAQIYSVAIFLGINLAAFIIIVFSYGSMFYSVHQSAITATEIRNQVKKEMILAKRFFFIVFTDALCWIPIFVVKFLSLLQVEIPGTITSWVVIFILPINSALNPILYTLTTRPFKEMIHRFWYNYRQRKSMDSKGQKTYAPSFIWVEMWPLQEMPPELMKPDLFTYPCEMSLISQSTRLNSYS
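cAMP rise read by TR-FRET after 30 min, 37C compound exposure (up to 58 uM) in RXFP1-transfected HEK293 cells with Ro 20174 present. EC50 from Hill-equation fits, with 29 nM porcine relaxin as 100% and buffer as basal.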
Vif-A3F inh – qHTS for Inhibitors of Vif-A3F Interactions: qHTS. HeLa A3F-eYFP + Vif (tagged APOBEC3F with the HIV-1 protein that degrades it), YFP fluorescence increase. Potency, µM (series often up to 46.1 µM), without a hit: top-dose activity, negative = active. 390,000 tested, 0.2% active. AID 602313, 2012; also: potency is read from the fitted curve at half-maximal effect; % of control where 0% means no effect; nearly all actives have a fitted effect of over 65% in size
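HeLa cells stably expressing A3F-eYFP plus Vif, plated and incubated overnight at 37 deg C, then exposed to compounds overnight at 37 deg C. Blocked degradation read as raised yellow fluorescence (Ex 488/Em 500-530).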
TrxR1 substrate – qHTS Assay for Substrates of Mammalian Selenoprotein Thioredoxin Reductase 1 (TrxR1): qHTS; 390,000 tested, 0.01% active; AID 588456, 2011; Potency, µM (top dose mostly 114 µM), for inactives: at the highest dose activity change, negative = substrate turnover; Thioredoxin reductase 1, cytoplasmic (Rattus norvegicus), O89049; purified TrxR1 substrate turnover, NADPH consumption readout; also: potency is read from the fitted curve at half-maximal effect; % is scaled to controls: 0 for no effect and ±100 for the full control effect; nearly all actives have a fitted effect of over 50% in size
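Rat TrxR1, dispensed at 90 nM, was prereduced with 400 uM NADPH (final) for 5 min at ~22 deg C, then incubated with compound 15 min before 400 uM selenite. A first-read NADPH fluorescence drop versus no-compound background flagged substrates.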
USP1-UAF1 inh – Inhibitors of USP1/UAF1: Primary Screen; recombinant USP1/UAF1, Ub-Rhodamine cleavage fluorescence; AID 743255, 2014; Potency, µM (series often up to 57.1 µM), inactives show at the highest dose activity change, negative = inhibition, actives largely listed as inhibitors; 390,000 tested, 0.23% active; also: potency is read from the fitted curve at half-maximal effect; % is scaled to controls: 0 for no effect and ±100 for the full control effect; nearly all actives have a fitted effect of over 60% in size; inactives centre near -12
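USP1/UAF1 complex at 1 nM was preincubated with compound for 15 min at room temperature, then Ub-Rho substrate (150nM final) was added. Fluorescence (480/540 nm) was read kinetically, 6 reads every 60 seconds.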
Glioma ERSR ind – qHTS for Inducers of the Endoplasmic Reticulum Stress Response (ERSR) in Human Glioma: qHTS; 420,000 tested, 0.02% active; U87-MG GRP78 promoter luciferase reporter, 16 h; AID 602332, 2012; Potency, µM, for the others: top-dose activation, usual class: activators; also: potency is read from the fitted curve at half-maximal effect; series mostly up to about 76 µM; % of control where 0% means no effect; nearly all actives have a fitted effect of over 35% in size
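ERSR induction read as luciferase luminescence (Bright-Glo, 10 min at room temperature) in stably transfected human U87-MG glioma cells exposed to compounds for 16 h, using GRP78 as sensor.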
Vif-A3G inh – qHTS for Inhibitors of Vif-A3G Interactions: qHTS; DNA dC->dU-editing enzyme APOBEC-3G (Homo sapiens), Q9HC16; HeLa A3G-eYFP + Vif (tagged APOBEC3G with the HIV-1 protein that degrades it), YFP fluorescence, overnight; Potency, µM (doses to about 46.1 µM), for the others: top-dose activity, negative = active, hits mostly inhibitors; 410,000 tested, 0.076% active; AID 602310, 2012;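 also: potency is read from the fitted curve at half-maximal effect; % is scaled to controls: 0 for no effect and ±100 for the full control effect; nearly all actives have a fitted effect of over 60% in size; hits raise eYFP signal because A3G escapes Vif-driven loss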
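Read-out is eYFP fluorescence (Ex 488/Em 500-530) from Vif-expressing HeLa A3G-eYFP cells; more signal means A3G escaped Vif-mediated degradation. Cells plated overnight, compound pinned in, incubated overnight at 37 deg C.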
IDH1 R132H inh – qHTS for Inhibitors of mutant isocitrate dehydrogenase 1 (IDH1): qHTS; IDH1-R132H enzyme, NADPH consumption, diaphorase/resazurin fluorescence; Potency, µM (highest dose often 76.6 µM), for inactives: top-dose activity change, negative = inhibition, hits mostly inhibitors; 390,000 tested, 0.093% active; also: potency is read from the fitted curve at half-maximal effect; % is scaled to controls: 0 for no effect and ±100 for the full control effect; nearly all actives have a fitted effect of over 65% in size
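IDH1-R132H (0.5 ug/mL) preincubated 30 min with compound, then NADPH (0.016 mM) and alpha-KG (2 mM) added; 80 min at RT, pH 7.5. Remaining NADPH coupled via diaphorase/resazurin to fluorescence (540/590 nm); concentration-response curves normalized to no-enzyme control.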
PI4K2A block – qHTS for small molecular inhibitors of PI4K2A; Phosphatidylinositol 4-kinase type 2-alpha (Homo sapiens), Q9BTU6; purified PI4K2A, ADP-Glo luminescence, 1 h; stronger effect = lower value; activity change, negative = inhibition, % at 76.9 µM; 420,000 tested, 0.13% active; AID 1346378, 2018; in the data active = activity change below about -50%; inconclusive = mostly about -30% to -49%;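 also: -100% = wells without enzyme as full effect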
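Compounds are screened against recombinant PI4K2A using PI as substrate and ATP, the latter dispensed at 300 microM. Reactions run one hour at ambient temperature before ADP-Glo detection; full inhibition defined by wells lacking enzyme.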
Starred values were filed as active, the others as inactive; ? = inconclusive; nt = not tested or not shown; & = joins results of further samples; [ ] = another dose, or the depositor's remark. Unless noted, calls follow the shape of the dose curve; as a rule, active = well fitted curve in the direction sought with a large enough effect; inconclusive = small, poorly fitted or top-dose-only effect, or another doubt; inactive = no such curve, though single readings can be large; an effect the other way counts as inactive or inconclusive.

SMILES	LDHA block	RXFP1 ag	Vif-A3F inh	TrxR1 substrate	USP1-UAF1 inh	Glioma ERSR ind	Vif-A3G inh	IDH1 R132H inh	PI4K2A block
COc1ccc(-c2nc(CN3CCN(c4ccccc4OC)CC3)c(C)o2)cc1	3	3.1%	8%	3%[57.1 µM]	5%	-3%	-2%	-7%	1
O=S(=O)(c1ccc(Cl)s1)N1CCN(C/C=C/c2ccccc2)CC1	-22	0.7%	-5%	-4%	-9%	-2%	0%	2%	7
Oc1ccc(Nc2nc(-c3ccccc3O)nc3ccccc23)cc1	4&3	4.8%	13%	0%	-25%	-13%	?	9%	-5
Cc1nc2cc(NC(=O)N3c4ccccc4CC3C)ccc2n1C (stereo not drawn)	-9	1.9%	-1%	5%	?	-5%	1%	12%	0
CC(C)n1cc(CN2CCCC(CNS(=O)(=O)c3cccc4cccnc34)C2)cn1 (stereo not drawn)	-1	0.0%	-6%	-4%	-20%	-6%	-6%	5%	4
CC(C)(Oc1ccc(Cl)cc1)C(=O)OCC(=O)NCCc1ccc(S(N)(=O)=O)cc1	-3	-1.2%	8%	-14%	-12%	0%	0%	7%	-4
O=C1C2C3C=CC(C2C(=O)N1c1ccc(O)cc1)C1C2C(=O)N(c4ccc(O)cc4)C(=O)C2C31 (stereo not drawn)	3	0.0%	1%	4%	-16%	-2%	-12%	1%	1
CSCC(=O)N1CCC(Oc2cccc(C(=O)NCc3ccccn3)c2)CC1	-1	3.1%	0%	-5%	-11%	-2%	-1%	-9%	10
CCOC(=O)c1c(NC(=O)c2ccc(S(=O)(=O)N3CCOCC3)cc2)sc2c1CC(C)(C)NC2(C)C	-9	0.9%	-9%	14%	-8%	-2%	0%	-8%	3
CC1CCCC(C)N1/N=C/c1cc(Br)cc(Br)c1O (stereo not drawn)	1	0.1%	4%	5%	-18%	-2%	-4%	0%	-2
COc1ccc(-c2ccc3nccn3c2)cc1	1	nt	nt	nt	nt	5%	1%	nt	-10
OCCC1CN(Cc2cnc(-c3ccccc3)s2)CCN1Cc1ccccc1 (stereo not drawn)	-4	1.0%	-4%	2%[57.1 µM]	10%	-4%	3%	-8%	-4
Cc1cccc(CSc2nc3c(sc4ccccc43)c(=O)n2CCC(=O)NC(C)C)c1	-2	-0.6%	-3%	8%	4%	-2%	-2%	12%	-3
CCN(C(=O)COC(=O)c1[nH]c(=O)[nH]c(=O)c1N)c1ccccc1	-5	1.0%	2%	10%[57.1 µM]	-10%	-3%	0%	0%	3
CCOc1cc(C=O)cc(Cl)c1OCC(N)=O	2	-2.4%	-19%	-1%	-23%	2%	-1%	-7%	-2
COc1cccc(-c2nc(-c3ccc(C(=O)O)cc3)no2)c1	1	nt	-1%	16%	nt	-8%	-1%	nt	-11
CC1CCN(C(=O)CSc2nnc(-c3ccco3)o2)CC1	-1	2.9%	-9%	0%	-2%	4%	-1%	-2%	-7
O=C(c1ccccc1)c1ccc(OCC(O)CN2CCOCC2)cc1 (stereo not drawn)	-1	nt	2%	0%	-19%	2%	1%	2%	-2
CCOC(=O)/N=C(/NC(=O)Nc1ccc(C(=O)OCC)cc1)OC	-1	1.3%	5%	-2%	-11%	-2%	1%	0%	-1
O=C(Nc1nnc(-c2cccc(F)c2)s1)Nc1ccccc1F	-14	-0.7%	0%	1%	-5%	-1%	-8%	0%	-2
COc1cc(OC)c(/C=N/NC(=O)c2ccc(NC(C)=O)cc2)cc1Br	-10	-0.5%	-9%	9%[57.1 µM]	-19%	-5%	-2%	4%	-2
O=C(Nc1ccc2c(c1)OCO2)N1CCN(c2cccc(C(F)(F)F)c2)CC1	3	-0.4%	0%	-7%	-9%	-5%	0%	-3%	0
Cc1ccc(C(c2c(C)[nH][nH]c2=O)c2c(C)[nH][nH]c2=O)cc1[N+](=O)[O-]	6	2.8%	2%	-9%	-2%	-3%	-1%	4%	3
COc1cccc(NC(=S)NNC(=O)Cn2nc([N+](=O)[O-])cc2C)c1	-5	0.5%	-14%	1%	-4%	-3%	4%	-2%	-4
COc1ccc(Cl)cc1C(=O)NCC#N	-5	-1.7%	5%	-14%	-3%	-2%	4%	16%	1
C=CCC(=O)N1CCCC(CO)(Cc2ccc(F)cc2F)C1 (stereo not drawn)	-1	0.2%	3%	2%	-6%	-6%	-1%	-6%	2
CC(=O)c1cccc(S(=O)(=O)N2CCC(C(=O)O)(c3ccccc3)CC2)c1	-4	3.0%	0%	9%	-3%	-1%	-1%	1%	-17
CCOc1ccc2nc(SCC(=O)c3ccc(C)s3)sc2c1	0	0.4%	nt	1%	-22%	1%	-3%	11%	0
O=C(COc1ccccc1F)N1CCc2ccccc2C1	-2	-0.5%	0%	1%	-20%	1%	1%	-2%	2
Cc1cccc(N2CCN(C(=O)C3CCN(S(=O)(=O)c4c(C)noc4C)CC3)CC2C)c1 (stereo not drawn)	-4&-7	3.6%&-1.0%	4%&-3%	-19%[57.1 µM]	-5%&-18%	-1%&-1%	-6%&-2%	7%&-6%	-2&-1
OCCN1CCN(CC(O)COc2ccc(-c3ccccc3)cc2)CC1 (stereo not drawn)	-4	0.0%	3%	4%	-12%	10%	1%	11%	4
COc1ccc(N2C(=O)CC(Sc3ncn[nH]3)C2=O)c(OC)c1 (stereo not drawn)	-14	-1.7%	-3%	9%[57.1 µM]	-7%	-2%	0%	10%	6
O=[N+]([O-])c1cccc2cnccc12	-1	nt	-3%	-8%[2.29 µM]	-9%	-2%	2%	-1%	-10
CCn1c(CNC(=O)c2ccc(Cl)cc2)nnc1SCC(=O)N1CCOCC1	1	0.1%	2%	3%	-7%	-1%	-13%	0%	-4
O=C(Cn1nnc(-c2ccccc2Cl)n1)Nc1cccc(S(=O)(=O)N2CCCC2)c1	-7	nt	1%	-8%[57.1 µM]	-16%	5%	-3%	6%	0
Cc1ccccc1-c1nnc(SCC(=O)N(C)C2CCCCC2)o1	-5	3.7%	nt	-3%	-2%	nt	nt	nt	-4
CC1COC2C(O1)N(S(C)(=O)=O)CCN2S(C)(=O)=O (stereo not drawn)	-7	2.0%	-1%	2%	-2%	-7%	-4%	8%	1
O=C(CC1C(=O)NCCN1Cc1ccc(-c2ccccc2)cc1)NCC1CC1 (stereo not drawn)	1	-1.5%	-15%	9%[57.1 µM]	-3%	0%	-2%	-5%	0
Cc1c(NC(=O)c2cc(-c3ccc(F)cc3)on2)c(=O)n(-c2ccccc2)n1C	-8&-2	4.1%&3.8%	-5%&-7%	16%[57.1 µM]	-19%&-23%	2%&1%	0%&3%	5%&0%	-3&-5
CN(Cc1nc2ccccc2n1C)S(C)(=O)=O	-2	1.2%	2%	9%	-14%	0%	3%	0%	1
Cc1nn(C)c2c1c(C(F)(F)F)cc(=O)n2C(C)C(=O)NCc1ccccc1 (stereo not drawn)	2	-1.3%	4%	14%[57.1 µM]	-26%	-4%	0%	11%	-1
CCOC(=O)N1CCC(NC(=O)C(CC(C)C)NC(=O)C2CCC(C)CC2)CC1 (stereo not drawn)	1	0.6%	3%	-11%	4%	0%	0%	3%	2
CCOc1cc(CN2CCN(CCc3ccccc3)C(CCO)C2)ccc1OC (stereo not drawn)	3	-3.0%	-11%	-7%[57.1 µM]	-12%	-3%	1%	6%	3
CCOc1ccccc1-n1c(SCC(N)=O)nc2ccccc2c1=O	-1	0.4%	-11%	-1%	3%	-5%	2%	15%	-2
Cc1cc(N/N=C/c2ccc(Cl)cc2)nc(NCc2ccccc2)n1	-4	-0.2%	14%	-7%	-19%	3%	6%	0%	-5
Cc1ccc(N=C2NC(=O)/C(=C/c3cccn3C)S2)c(C)c1	-4	-0.2%	?	1%[11.4 µM]	-2%	-6%	-10%	-1%	-1
COC(=O)CCCC(=O)N(C)CC1CCCN(CCc2ccccc2C)C1 (stereo not drawn)	0	nt	-15%	10%	-19%	-3%	-5%	3%	-9
O=C(/C=C\c1ccc2c(c1)OCO2)NC1CC(=O)N(c2cccc(F)c2)C1 (stereo not drawn)	2	2.2%	0%	2%[57.1 µM]	?	0%	-9%	8%	2
COc1ccccc1NC(=O)C1=C(C)NC(=O)NC1c1ccc(C)s1 (stereo not drawn)	-3	0.5%	-5%	16%[57.1 µM]	-20%	-7%	-5%	7%	4

The list is partial, so the mix of outcomes need not match the whole.
